SENP6 block – SENP6 protease inhibition | Q9GZR1 | Recombinant SENP6 catalytic domain, aminoluciferin luminescence | inhibition, % at 10 µM | 330,000 compounds, 1.8% hits | AID 2599;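 active means inhibition above about 50% at the single tested dose, limit read from the data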;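 further: plate controls were DMSO wells with enzyme for no effect and DMSO wells lacking enzyme for full effect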
HKDC1 inh – blocks human hexokinase HKDC1 activity; Q2TB90; recombinant HKDC1, G6PDH/diaphorase resazurin coupled fluorescence; inhibition, % at 20 µM; 340,000 compounds, 0.16% hits; AID 493160;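 active means inhibition above about 35% when tested at 20 µM, limit read from the data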;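 further: plate controls were DMSO wells with enzyme for no effect and DMSO wells lacking enzyme for full effect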
Target sequence (Q2TB90 whole entry, looked up): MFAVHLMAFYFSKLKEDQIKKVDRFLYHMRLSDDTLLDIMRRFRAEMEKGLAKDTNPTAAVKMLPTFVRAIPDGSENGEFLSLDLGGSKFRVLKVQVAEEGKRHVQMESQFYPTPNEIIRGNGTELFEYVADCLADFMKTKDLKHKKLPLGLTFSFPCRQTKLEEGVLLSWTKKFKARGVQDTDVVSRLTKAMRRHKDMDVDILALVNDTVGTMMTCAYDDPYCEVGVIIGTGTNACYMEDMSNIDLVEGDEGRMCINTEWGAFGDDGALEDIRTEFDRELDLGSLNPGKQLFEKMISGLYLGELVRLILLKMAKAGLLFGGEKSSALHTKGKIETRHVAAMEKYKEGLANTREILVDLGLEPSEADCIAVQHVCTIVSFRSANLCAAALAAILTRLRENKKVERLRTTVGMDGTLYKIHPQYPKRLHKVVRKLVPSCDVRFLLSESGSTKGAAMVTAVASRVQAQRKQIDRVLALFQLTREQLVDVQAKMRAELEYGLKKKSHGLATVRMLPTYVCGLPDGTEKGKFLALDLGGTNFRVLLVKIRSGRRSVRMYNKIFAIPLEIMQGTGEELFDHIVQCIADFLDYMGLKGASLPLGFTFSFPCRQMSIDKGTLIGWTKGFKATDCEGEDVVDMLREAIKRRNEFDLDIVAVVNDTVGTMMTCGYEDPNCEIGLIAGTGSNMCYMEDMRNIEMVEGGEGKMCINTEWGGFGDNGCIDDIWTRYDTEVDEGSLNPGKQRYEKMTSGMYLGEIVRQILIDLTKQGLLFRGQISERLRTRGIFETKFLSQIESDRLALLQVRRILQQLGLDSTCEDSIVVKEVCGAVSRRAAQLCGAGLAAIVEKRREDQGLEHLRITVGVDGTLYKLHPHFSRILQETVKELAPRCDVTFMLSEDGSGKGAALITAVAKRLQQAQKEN
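Assay system: in-house recombinant HK5 (HKDC1) enzyme. Input: HKDC1 at 5 µg/mL. Medium: Tris pH 8.0 buffer with MgCl2, Tween-20, BSA, BME. Dosing: single 20 µM dose. Schedule: 90 min reaction incubation at room temperature, dark. Signal: resazurin-to-resorufin fluorescence via G6PDH and diaphorase coupling, 525/613 nm. Controls: DMSO-enzyme wells negative, buffer-substituted wells positive.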
SENP7 block – blocks the human protease SENP7. inhibition, % at 5 µM. AID 434973. recombinant SENP7, Z-RLRGG-aminoluciferin luminescence, 40 min. Q9BQF6. 330,000 compounds, 1.5% hits;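 active means inhibition above about 50% at the single test dose, limit read from the data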;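 further: plate controls were DMSO with enzyme for no effect and no enzyme buffer wells for full effect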
Apaf-1 inh – human Apaf-1 inhibition. inhibition, % at 20 µM. O14727. AID 489030. reconstituted apoptosome caspase-3 activity, DEVD-Rh110 fluorescence. 330,000 compounds, 0.71% hits; active means inhibition of at least 40% at 20 µM;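 further: plate controls were DMSO wells for no effect and DEVD-CHO caspase inhibitor wells for full effect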
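Material: cell-free apoptosome with Apaf-1, procaspase-3 and caspase-9; Buffer or medium: Hepes pH 7.5 with detergent and BSA; Reagent: cytochrome c trigger plus (Z-DEVD)2-Rh110 caspase-3 substrate; Times: compound with Apaf-1, dATP, procaspase-3 30 min, then 50 min reaction, room temperature; Technique: Rh110 fluorescence intensity.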
SENP1 inh – blocks the human SENP1 SUMO protease catalytic domain. inhibition, % at 10 µM. recombinant SENP1 catalytic domain, CyPet-SUMO1-YPet FRET cleavage. 360,000 compounds, 0.21% hits;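 active means inhibition at least 30% at 10 µM, raw YFP signal under a set limit, fluorescence ratio 0.5 to 1.5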;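 further: 0% = enzyme with DMSO and 100% = no enzyme wells; some results filed as inactive read as strong as hits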
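Assay system – human recombinant His6-tagged SENP1 catalytic domain enzyme · Input – SENP1 enzyme, 20 pM final · Buffer or medium – Tris pH 8 buffer plus EDTA, NaCl, BME, BSA, NP40, catalase · Schedule – 50 min reaction at room temperature · Technique – FRET read of cyan and yellow fluorescence · Control set – no-enzyme wells low, DMSO-plus-enzyme wells high control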
SENP8 block-1 – blocks human SENP8 cleavage of Nedd8 substrate. AID 602440. Q96LD8. 360,000 compounds, 0.64% hits. inhibition, % at 20 µM. recombinant SENP8, Nedd8 substrate fluorescence; in the data active means inhibition mostly above about 40%, no sharp cut-off; inactive means mostly below about 27%
Target sequence (Q96LD8 whole entry, looked up): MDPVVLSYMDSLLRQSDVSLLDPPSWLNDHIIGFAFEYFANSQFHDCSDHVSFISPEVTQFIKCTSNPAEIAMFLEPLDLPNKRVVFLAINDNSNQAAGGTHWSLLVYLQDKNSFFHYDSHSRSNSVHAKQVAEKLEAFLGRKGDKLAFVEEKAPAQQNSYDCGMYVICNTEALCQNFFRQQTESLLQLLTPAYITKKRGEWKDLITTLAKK
SENP8 block-2 – blocks the human protease SENP8 | Q96LD8 | 330,000 compounds, 1.2% hits | AID 2540 | purified SENP8, Z-RLRGG-aminoluciferin cleavage, luminescence | inhibition, % at 10 µM; in the data active means inhibition above about 50%
PfG6PD inh – PfG6PD (Plasmodium falciparum) enzyme inhibition; AID 504690; 350,000 compounds, 0.78% hits; inhibition, % at 20 µM; PfGluPho enzyme, NADPH resazurin-diaphorase fluorescence;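 active means inhibition reaching at least a set limit at 20 µM in the primary screen, cut at about 59% in these data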;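 further: 0% = DMSO wells with substrate and 100% = DMSO wells lacking glucose-6-phosphate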
The depositor's hits bear a star. Rows are unselected. Share with any hit: about 3.6%.

How did COc1ccccc1/C=C/C=N/n1c(-c2ccc(F)cc2)n[nH]c1=S do in these assays?
SENP6 block: -20; HKDC1 inh: -5; SENP7 block: -9; Apaf-1 inh: 8; SENP1 inh: 2; SENP8 block-1: 10; SENP8 block-2: -15; PfG6PD inh: 14

How did O=C1CC(SC(=Nc2ccccc2)Nc2ccccc2)C(=O)N1c1ccc(Cl)cc1 (stereo unspecified) do in these assays?
SENP6 block: 0; HKDC1 inh: -1; SENP7 block: -9; Apaf-1 inh: 18; SENP1 inh: 1; SENP8 block-1: 4; SENP8 block-2: -4; PfG6PD inh: 0

What do the screens show for `COc1ccc(C2C(O)C(c3c[nH]c4ccccc34)=NN2C(=O)CCl)cc1` (stereo unspecified)?
SENP6 block: -6; HKDC1 inh: 18; SENP7 block: 3; Apaf-1 inh: 19; SENP1 inh: 1; SENP8 block-1: -60; SENP8 block-2: -1; PfG6PD inh: 19

How did CSc1cccc(NC(=O)CN2C(=O)c3ccccc3S2(=O)=O)c1 do in these assays?
SENP6 block: -3; HKDC1 inh: -3; SENP7 block: -4; Apaf-1 inh: -1; SENP1 inh: -3; SENP8 block-1: 8; SENP8 block-2: -7; PfG6PD inh: 17

What do the screens show for `O=C(NCCc1ccccn1)c1ccc2nc(Cc3ccccc3F)oc2c1`?
SENP6 block: 18; HKDC1 inh: 0; SENP7 block: 16; Apaf-1 inh: 3; SENP1 inh: 1; SENP8 block-1: 2; SENP8 block-2: 3; PfG6PD inh: -19

Results for CCN(CC)C(=O)N1CCN(C(=O)N2CCOCC2)CC1 ?
SENP6 block: -1; HKDC1 inh: -9; SENP7 block: 2; Apaf-1 inh: -10; SENP1 inh: 2; SENP8 block-1: 13; SENP8 block-2: 6; PfG6PD inh: -8

Results for CC1(C)Cc2c(c(N3CCOCC3)nc3sc4c(NN)ncnc4c23)CS1 ?
SENP6 block: 2; HKDC1 inh: 9; SENP7 block: 2; Apaf-1 inh: 23; SENP1 inh: -61; SENP8 block-1: -305; SENP8 block-2: 4; PfG6PD inh: 12

What do the screens show for `Cc1cc(C)c(C(=O)NC2CCCc3c2cnn3-c2ccc(C)c(C)c2)c(=O)[nH]1` (stereo unspecified)?
SENP6 block: -6; HKDC1 inh: -3; SENP7 block: -7; Apaf-1 inh: 5; SENP1 inh: 0; SENP8 block-1: -92; SENP8 block-2: -2; PfG6PD inh: -5

What do the screens show for `COCc1nnc(NC(=O)c2ccc(NC(=O)C(C)C)cc2)s1`?
SENP6 block: 4; HKDC1 inh: -4; SENP7 block: -3; Apaf-1 inh: -3; SENP1 inh: 1; SENP8 block-1: 2; SENP8 block-2: -13; PfG6PD inh: -4

Results for CC(C)CCNC(=O)C1CC2Cn3c(nc4cc(Cl)c(Cl)cc43)C2N1C (stereo unspecified) ?
SENP6 block: -7; HKDC1 inh: -1; SENP7 block: 6; Apaf-1 inh: 2; SENP1 inh: -1; SENP8 block-1: 6; SENP8 block-2: -4; PfG6PD inh: -1

What do the screens show for `O=C(NCCN1CCOCC1)c1ccccc1N1C(=O)[C@@H]2Cc3c([nH]c4ccccc34)C(c3ccccc3)N2C1=O` (stereo partly specified)?
SENP6 block: -20; HKDC1 inh: -1; SENP7 block: -17; Apaf-1 inh: 0; SENP1 inh: -142; SENP8 block-1: -3; SENP8 block-2: -12; PfG6PD inh: 5

What do the screens show for `O=C(Cc1cccs1)NCCn1ccc2ccccc21`?
SENP6 block: -16; HKDC1 inh: -3; SENP7 block: -4; Apaf-1 inh: 2; SENP1 inh: -6; SENP8 block-1: 1; SENP8 block-2: 5; PfG6PD inh: -8

What do the screens show for `COc1cc(CN2CCC(CO)(CCOc3ccccc3)CC2)cc(OC)c1`?
SENP6 block: 0; HKDC1 inh: -7; SENP7 block: -2; Apaf-1 inh: -13; SENP1 inh: -1; SENP8 block-1: -1; SENP8 block-2: -6; PfG6PD inh: -12

How did O=C(NCc1ccco1)NCC(F)(F)F do in these assays?
SENP6 block: -10; HKDC1 inh: -7; SENP7 block: 2; Apaf-1 inh: -6; SENP1 inh: 1; SENP8 block-1: 31; SENP8 block-2: 0; PfG6PD inh: -3

How did C/C(=N\NC(=O)CSCc1ccccc1Br)c1cccc([N+](=O)[O-])c1 do in these assays?
SENP6 block: -6; HKDC1 inh: 1; SENP7 block: -9; Apaf-1 inh: -13; SENP1 inh: -1; SENP8 block-1: 17; SENP8 block-2: -5; PfG6PD inh: 1

How did Cc1sc2ncnc(Nc3ccccc3)c2c1C do in these assays?
SENP6 block: -20; HKDC1 inh: -2; SENP7 block: 2; Apaf-1 inh: -1; SENP1 inh: 0; SENP8 block-1: -11; SENP8 block-2: 2; PfG6PD inh: 19

Results for CCS(=O)c1ccccc1C(=O)O (stereo unspecified) ?
SENP6 block: -7; HKDC1 inh: -2; SENP7 block: 4; Apaf-1 inh: 2; SENP1 inh: 2; SENP8 block-1: 21; SENP8 block-2: -2; PfG6PD inh: -4

How did Cc1cc(C)n(-c2n[nH]c(C)c2[N+](=O)[O-])n1 do in these assays?
SENP6 block: -18; HKDC1 inh: -2; SENP7 block: -2; Apaf-1 inh: 6; SENP1 inh: 0; SENP8 block-1: 9; SENP8 block-2: -2; PfG6PD inh: -9

What do the screens show for `COCCNCCOc1ccc(C)cc1[N+](=O)[O-]`?
SENP6 block: -6; HKDC1 inh: -6; SENP7 block: -2; Apaf-1 inh: 1; SENP1 inh: 0; SENP8 block-1: 22; SENP8 block-2: -7; PfG6PD inh: 12

How did COc1ccc(C(=O)C2CCCN(C(=O)c3cnsn3)C2)c(C)c1 (stereo unspecified) do in these assays?
SENP6 block: -11; HKDC1 inh: -6; SENP7 block: -2; Apaf-1 inh: 10; SENP1 inh: 1; SENP8 block-1: 19; SENP8 block-2: -7; PfG6PD inh: 6

What do the screens show for `CC12COC3(C(=O)Nc4ccc(F)cc4)CC1CCC32C` (stereo unspecified)?
SENP6 block: 7; HKDC1 inh: -6; SENP7 block: -1; Apaf-1 inh: -2; SENP1 inh: 1; SENP8 block-1: 36; SENP8 block-2: -3; PfG6PD inh: 8

Results for CC(C)(C)c1nnc2sc(SC/C(O)=C(\C#N)c3nc4ccccc4[nH]3)nn2c1=O ?
SENP6 block: 17; HKDC1 inh: -5; SENP7 block: 9; Apaf-1 inh: -5; SENP1 inh: -31; SENP8 block-1: -18; SENP8 block-2: 2; PfG6PD inh: -15

Results for CCOc1ccc(N2CC(C(=O)NCc3ccccn3)CC2=O)cc1 (stereo unspecified) ?
SENP6 block: -17; HKDC1 inh: 5; SENP7 block: 7; Apaf-1 inh: 1; SENP1 inh: 2; SENP8 block-1: 8; SENP8 block-2: 6; PfG6PD inh: -7

How did COc1cc(CC(=O)Nc2cccc(C(F)(F)F)c2)cc(OC)c1OC do in these assays?
SENP6 block: 8; HKDC1 inh: -1; SENP7 block: 3; Apaf-1 inh: -4; SENP1 inh: 2; SENP8 block-1: 4; SENP8 block-2: 3; PfG6PD inh: -10

What do the screens show for `COc1ccc(CC(=O)O/N=C(\N)c2ccncc2)cc1`?
SENP6 block: 4; HKDC1 inh: -2; SENP7 block: -1; Apaf-1 inh: -9; SENP1 inh: 5; SENP8 block-1: -45; SENP8 block-2: -5; PfG6PD inh: -13

What do the screens show for `CCCc1cc(=O)[nH]c(SCC(=O)Nc2ccccc2C#N)n1`?
SENP6 block: -3; HKDC1 inh: 1; SENP7 block: 5; Apaf-1 inh: -5; SENP1 inh: 0; SENP8 block-1: 19; SENP8 block-2: -2; PfG6PD inh: -3

Results for Cc1cccc(C(=O)N/C(=C/c2ccco2)C(=O)N2CCCCCC2)c1 ?
SENP6 block: -1; HKDC1 inh: 2; SENP7 block: -4; Apaf-1 inh: 1; SENP1 inh: 1; SENP8 block-1: -8; SENP8 block-2: 9; PfG6PD inh: 1

How did N#Cc1c(NC(=O)CSc2ncc(-c3ccccc3)n2CC2CCCO2)sc2c1CCCC2 (stereo unspecified) do in these assays?
SENP6 block: -9; HKDC1 inh: -4; SENP7 block: -6; Apaf-1 inh: 26; SENP1 inh: 2; SENP8 block-1: 21; SENP8 block-2: -12; PfG6PD inh: -1

What do the screens show for `FC(F)C(F)(F)C(F)(F)C(F)(F)c1cc(-c2ccccc2)n[nH]1`?
SENP6 block: -4; HKDC1 inh: 14; SENP7 block: 7; Apaf-1 inh: 11; SENP1 inh: 0; SENP8 block-1: 15; SENP8 block-2: 0; PfG6PD inh: 30

Results for Cc1ccnc(N2CCCC(C(=O)Nc3cc(F)ccc3C)C2)n1 (stereo unspecified) ?
SENP6 block: 13; HKDC1 inh: -4; SENP7 block: 5; Apaf-1 inh: -9; SENP1 inh: 1; SENP8 block-1: -47; SENP8 block-2: -4; PfG6PD inh: -4

Results for CC(=O)CN1C(=O)NC(c2ccccc2)(c2ccccc2)C1=O ?
SENP6 block: -2; HKDC1 inh: -4; SENP7 block: -8; Apaf-1 inh: -1; SENP1 inh: -1; SENP8 block-1: 6; SENP8 block-2: -12; PfG6PD inh: 5

Results for O=C(Nc1ccc(N2CCOCC2)cc1)c1ccc(-c2ccccc2[N+](=O)[O-])o1 ?
SENP6 block: 0; HKDC1 inh: 6; SENP7 block: 4; Apaf-1 inh: 3; SENP1 inh: 1; SENP8 block-1: 26; SENP8 block-2: -2; PfG6PD inh: -3

How did CCn1c(=O)c2cc(C(=O)NCC(OC)OC)sc2c2ccccc21 do in these assays?
SENP6 block: 11; HKDC1 inh: 4; SENP7 block: 2; Apaf-1 inh: 9; SENP1 inh: 1; SENP8 block-1: -308; SENP8 block-2: 8; PfG6PD inh: -2

What do the screens show for `C/C(=N\NC(=O)COc1ccc(C(C)(C)C)cc1)c1ccc2c(c1)OCCO2`?
SENP6 block: -1; HKDC1 inh: 2; SENP7 block: 0; Apaf-1 inh: 4; SENP1 inh: 3; SENP8 block-1: 5; SENP8 block-2: -6; PfG6PD inh: 23

Results for CN1CCN(c2ccc(NC(=O)c3ccc(Oc4ccccc4)cc3)cc2)CC1 ?
SENP6 block: -9; HKDC1 inh: -2; SENP7 block: 2; Apaf-1 inh: 17; SENP1 inh: -3; SENP8 block-1: 16; SENP8 block-2: 4; PfG6PD inh: 23

Results for CCc1nnc(NC(=O)c2cccc(S(=O)(=O)N3CCCCC3)c2)s1 ?
SENP6 block: -11; HKDC1 inh: 5; SENP7 block: 12; Apaf-1 inh: -4; SENP1 inh: 1; SENP8 block-1: -4; SENP8 block-2: -7; PfG6PD inh: -4

Retrieved one by one from the entries so far:
How did CCn1c(=O)c2cc(C(=O)NCC(OC)OC)sc2c2ccccc21 do in these assays?
SENP6 block: 11; HKDC1 inh: 4; SENP7 block: 2; Apaf-1 inh: 9; SENP1 inh: 1; SENP8 block-1: -308; SENP8 block-2: 8; PfG6PD inh: -2

Results for CCc1nnc(NC(=O)c2cccc(S(=O)(=O)N3CCCCC3)c2)s1 ?
SENP6 block: -11; HKDC1 inh: 5; SENP7 block: 12; Apaf-1 inh: -4; SENP1 inh: 1; SENP8 block-1: -4; SENP8 block-2: -7; PfG6PD inh: -4

Results for CN1CCN(c2ccc(NC(=O)c3ccc(Oc4ccccc4)cc3)cc2)CC1 ?
SENP6 block: -9; HKDC1 inh: -2; SENP7 block: 2; Apaf-1 inh: 17; SENP1 inh: -3; SENP8 block-1: 16; SENP8 block-2: 4; PfG6PD inh: 23
